# Assay outcomes deposited in PubChem by National Center for Advancing Translational Sciences (NCATS).
# EPAC2 antagonist: qHTS for Antagonist of cAMP-regulated guanine nucleotide exchange factor 2 (EPAC2): primary screen; 360,000 compounds, 0.18% hits; Rap guanine nucleotide exchange factor 4 (Homo sapiens), Q8WZA2; Potency, µM (highest dose often 114 µM), for the others: at the highest dose activity, negative = inhibition, hits mostly inhibitors; EPAC2 GEF exchange of Rap1B-BODIPY-GDP, fluorescence; further: on the % scale 0 is the no-effect control and ±100 the full control effect; nearly all actives have a fitted effect of over 45% in size; many of its hits are not listed in these tables
# FUS yeast rescue: qHTS for Suppressors of FUS Proteinopathy: Primary screen using FUS-linked yeast assay. S. cerevisiae FUS-expressing, growth rescue, OD600, 24 h. 390,000 compounds, 0.24% hits. Potency, µM (doses to about 76.6 µM), for the others: top-dose growth rescue (activation), usual class: activators. AID 1347120, 2019;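 further: plate controls were DMSO vehicle for no effect and reference control for full effect; nearly all actives have a fitted effect of over 55% in size; some results filed as inactive show a strong effect at the top dose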
#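 Quantitative HTS measuring growth restoration of FUS-toxic yeast. Galactose-induced cells (OD 0.005) were exposed 24hr at 30C to compounds at several concentrations, then absorbance at 600 nm was recorded.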
# EPAC1 ag: qHTS for Agonist of cAMP-regulated guanine nucleotide exchange factor 3 (EPAC1): primary screen | EPAC1 agonist qHTS, biochemical assay; response scale: 100% = response to 6.5 mM cAMP | Potency, µM (titrated, usually from 154 µM), for inactives: at the highest dose activation, actives largely listed as activators | 360,000 compounds, 0.073% hits | AID 720707, 2013; further: nearly all actives have a fitted effect of over 60% in size
# Target sequence (O95398 whole entry, looked up): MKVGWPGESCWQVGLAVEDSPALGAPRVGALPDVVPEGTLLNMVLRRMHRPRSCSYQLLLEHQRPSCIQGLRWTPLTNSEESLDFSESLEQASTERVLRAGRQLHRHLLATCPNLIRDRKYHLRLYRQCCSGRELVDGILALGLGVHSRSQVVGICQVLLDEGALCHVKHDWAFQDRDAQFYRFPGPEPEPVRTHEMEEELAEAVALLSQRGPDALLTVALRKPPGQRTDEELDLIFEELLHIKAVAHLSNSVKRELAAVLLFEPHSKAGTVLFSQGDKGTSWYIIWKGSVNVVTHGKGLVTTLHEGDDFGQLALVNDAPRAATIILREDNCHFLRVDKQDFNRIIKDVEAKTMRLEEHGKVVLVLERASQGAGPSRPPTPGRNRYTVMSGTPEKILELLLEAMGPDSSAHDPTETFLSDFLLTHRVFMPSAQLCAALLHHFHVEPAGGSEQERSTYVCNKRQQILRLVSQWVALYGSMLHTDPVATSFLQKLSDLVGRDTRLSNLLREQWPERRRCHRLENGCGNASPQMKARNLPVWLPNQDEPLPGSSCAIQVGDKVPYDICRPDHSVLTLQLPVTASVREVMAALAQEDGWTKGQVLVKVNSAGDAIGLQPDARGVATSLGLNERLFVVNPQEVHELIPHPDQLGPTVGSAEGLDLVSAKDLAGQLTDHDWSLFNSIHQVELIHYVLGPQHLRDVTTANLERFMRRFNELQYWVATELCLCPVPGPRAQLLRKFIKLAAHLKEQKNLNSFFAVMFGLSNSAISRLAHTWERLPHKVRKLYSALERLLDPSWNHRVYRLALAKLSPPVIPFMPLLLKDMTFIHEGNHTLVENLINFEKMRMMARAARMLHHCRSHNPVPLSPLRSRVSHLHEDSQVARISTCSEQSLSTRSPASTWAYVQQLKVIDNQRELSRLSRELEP
#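 Read-out is the fluorescence drop as BODIPY-GDP leaves Rap1B (480 nm excitation, 540 nm emission), recorded every 5 minutes over 30 minutes. Reactions held 100 nM EPAC1, 250 nM Rap1B–BODIPY-GDP and 50 uM GDP, with 6.5 mM cAMP setting full activation.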
# TDP43 rescue: qHTS of TDP-43 Inhibitors; TDP-43 expressing yeast growth rescue, BacTiter-Glo, 24 h; Potency, µM (series often up to 46.1 µM), without a hit: at the top dose growth rescue (activation), most hits filed as activators; 410,000 compounds, 1.8% hits; AID 652104, 2013; further: % of control where 0% means no effect; nearly all actives have a fitted effect of over 50% in size
#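 Growth rescue of TDP-43-toxic yeast measured as ATP luminescence (BacTiter-Glo). Cells grown to mid-log in raffinose, induced in galactose at OD600=0.02, exposed to compound 24 hr at 30 deg C.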
# EPAC2 agonist: qHTS for Agonist of cAMP-regulated guanine nucleotide exchange factor 4 (EPAC2): primary screen. Rap guanine nucleotide exchange factor 4 (Homo sapiens), Q8WZA2. EPAC2 activation, biochemical qHTS; response scale: 100% = 6.5 mM cAMP response. Potency, µM (highest dose often 154 µM), without a hit: top-dose activation, most hits filed as activators. 360,000 compounds, 0.079% hits; further: nearly all actives have a fitted effect of over 50% in size
#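 In this primary screen, activation is scored as increased exchange of BODIPY-GDP from Rap1B by 100 nM EPAC2, with 50 uM GDP as competitor. Signal is normalized to the 6.5 mM cAMP agonist control.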
# EPAC1 antagonist: qHTS for Antagonist of cAMP-regulated guanine nucleotide exchange factor 3 (EPAC1): primary screen. EPAC1 GEF assay, Rap1b-BODIPY-GDP exchange fluorescence. AID 720709, 2013. 360,000 compounds, 0.14% hits. Potency, µM (highest dose often 115 µM), without a hit: at the top dose activity change, negative = inhibition, actives largely listed as inhibitors;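 further: plate controls were vehicle for no effect and positive control for full effect; nearly all actives have a fitted effect of over 50% in size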
# aSyn yeast inh: qHTS of alpha-syn Inhibitors; Yeast expressing alpha-synuclein, growth rescue, BacTiter-Glo, 24 h; Potency, µM (doses to about 46.1 µM), inactives show at the highest dose growth rescue (activation), hits mostly activators; 370,000 compounds, 0.14% hits; further: % of control where 0% means no effect; nearly all actives have a fitted effect of over 65% in size
#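 Galactose-induced alpha-syn yeast (OD600=0.02, raffinose-pregrown) + pinned cpd, 24 hr, 30 deg C; growth by BacTiter-Glo luminescence. Growth restoration scores as activation.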
# PTHR1 agonist: qHTS for PTHR1 Agonists: Primary Screen; Potency, µM (top dose mostly 115 µM), without a hit: at the highest dose activation, most hits filed as activators; 410,000 compounds, 0.075% hits; Parathyroid hormone/parathyroid hormone-related peptide receptor (Homo sapiens), Q03431; HEK293 GP2 PTHR1 cells, GloSensor cAMP luminescence, 1 h; further: nearly all actives have a fitted effect of over 55% in size; some results filed as inactive show a strong effect at the top dose; inactives centre near -15; many of its hits are not listed in these tables
#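 HEK-293-derived GP2 cells expressing PTHR1 and a GloSensor cAMP reporter, 3,000/well, plated overnight, given luciferin plus IBMX (each 0.5 mM as added) for 1 h at 37 °C, then compound for 1 h at 37 °C. Luminescence was read after 15 min at room temperature.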
# Active calls of the source: *; i = inactive; ? = inconclusive; . = not tested or not shown; & = joins results of further samples; [ ] = dose if it differs, or a comment. The call rests on the fitted dose curve; in most records, active means well fitted curve in the direction sought with a large enough effect; inconclusive means small, poorly fitted or top-dose-only effect, or another doubt; inactive means no such curve, though single readings can be large; an effect the other way counts as inactive or inconclusive. Potency means the concentration at half of the fitted maximal effect. Some of the compounds tested; count on the stated rates, not on these rows.
# Second line of a record – EPAC2 antagonist, FUS yeast rescue, EPAC1 ag, TDP43 rescue, EPAC2 agonist, EPAC1 antagonist, aSyn yeast inh, PTHR1 agonist
> Cc1ccc2cc(CN(Cc3ccco3)C(=O)C3CCCCC3)c(=O)[nH]c2c1C
 : 12%, -10%, 4%, 2%, -9%, 13%, -6%, -11%[57.5 µM]
> COc1ccccc1-c1n[nH]c(=S)o1
 : 0%, 8%, 7%, 4%, -2%, 0%, 6%, i
> O=C(COC(=O)c1ccccc1)Nc1ccccc1Sc1ccccc1
 : -6%, ., 12%, -15%, 2%, 1%, 3%, -9%
> CCN1CCN(C(=O)c2ccccc2N(Cc2ccccc2)S(=O)(=O)c2ccc(C)cc2)CC1
 : -2%, 13%, 5%, 7%, 8%, 0%, 12%, i
> Cc1ccc2ccc(S(=O)(=O)NCc3ccco3)cc2c1
 : -19%, 10%, -11%, ?, 15%, -8%, 21%, -40%[inhibitor]
> Cc1cc(C)c(C(=O)COC(=O)CNC(=O)c2ccccc2C)c(C)c1
 : 0%, -6%, 1%, 0%, -6%, -3%, 5%, -2%
> O=C(CSc1nnc(-c2ccncc2)o1)Nc1ccc(F)c(F)c1
 : 0%, -20%, -3%, 17%, 5%, 3%, -6%, i
> CCC(=O)Nc1nc(NCc2ccccc2OC)n(-c2ccccc2)n1
 : 4%, 13%, -8%, 19%, -1%, 12%, 3%, -19%
> C/C(=N/NC(=O)CNS(=O)(=O)c1ccccc1)c1ccc(Br)cc1
 : 3%, -6%, -149%[inhibitor], 0%, 12%, 19%, -2%, i
> NN=C1C(=O)c2cccc3cccc1c23
 : 16%, -5%, 6%, -9%, -1%, 0%, -10%, i
> COCc1nc2sc(C)c(C)c2c(=O)[nH]1
 : -2%, -4%, 1%, -4%, -2%, 8%, -17%, -10%[57.5 µM]
> COc1cccc(-c2nn(C)c3sc(C(=O)N4CCN(c5ccccn5)CC4)cc23)c1
 : -1%, 27%, 20%, 19%, 14%, ?, 12%, -21%[57.5 µM]
> CCOc1cc(S(=O)(=O)N2CCN(c3ccc(F)cc3)CC2)c(OCC)cc1-n1cnnn1
 : -1%, -12%, 8%, -21%, 18%, 5%, -7%, i
> COc1ccccc1NC(=O)CCSc1nnc(-c2ccncc2)o1
 : 4%, 6%, 4%, 0%, 3%, 7%, 6%, i
> COc1ccc(C2=NN(C(=O)CSc3ncccn3)C(c3ccc(OC)cc3)C2)cc1 (centres undefined)
 : 3%, ., -3%, ?, 11%, 0%, 13%, i
> Cc1noc(C)c1S(=O)(=O)N(CC(=O)Nc1ccc2c(c1)OCCO2)c1ccc(C(C)C)cc1
 : ?, 1%, -17%, 10%, 5%, -21%, 8%, -40%[inhibitor]
> Cc1nc2ccc(S(=O)(=O)NCC(=O)N3CCc4ccccc43)cc2s1
 : -3%, 3%, 1%, 9%, 2%, -5%, 0%, i
> Cc1cccc(/N=C/c2c(O)c3ccccc3oc2=O)n1
 : -4%, 25%, 1%, -5%, 5%, -8%, 3%, i
> O=Cc1cc(OCc2ccccc2)ccc1[B-](F)(F)F
 : 13%, -3%, -16%, -92%[inhibitor], 12%, -11%, -71%[inhibitor], -64%[inhibitor]
> CC(C)NC(=O)C1CCN(C2CCN(Cc3nc(C(C)C)cs3)CC2)CC1
 : 0%, 5%, 5%, -3%, -1%, 1%, 1%, i
> O=C(NCc1cccc(F)c1)c1ccc2nc(N3CCOCC3)sc2c1
 : 4%, -8%, 1%, 16%, 2%, -1%, -1%, -3%
> C[C@H](CO)N1C[C@H](C)[C@@H](CN(C)C(=O)NC2CCCCC2)Oc2c(NC(=O)Nc3ccccc3)cccc2C1=O
 : 5%, 32%, -3%, -17%, 3%, 6%, -6%, -2%
> N#Cc1ccsc1NC(=O)c1ccc2ncsc2c1
 : 10%, 34%, 8%, 4%, -2%, -9%, 4%, -38%[inhibitor]
> COC(=O)c1cc2n(n1)CCN(Cc1ccccc1F)C2=O
 : 8%, -5%, 0%, 10%, -1%, 3%, -1%, i
> CCOc1nc(-c2ccc(C)cc2)ccc1-c1noc(COC)n1
 : 12%, -15%, -4%, -1%, -12%, -2%, -4%, i
> O=C1[C@H]2[C@@H](C(=O)N1c1cccc3ccccc13)C1(C(=O)c3ccccc3C1=O)N1CCC[C@@H]21
 : -3%, ?, 0%, 4%, 1%, ?, 5%, i
> COc1ccc(Cl)cc1NS(=O)(=O)c1cccc(C(=O)NCC(c2ccco2)N2CCCC2)c1 (centres undefined)
 : -8%, 25%, -29%, 1%, 2%, -12%, -2%, i
> CC(=O)Nc1ccc(N2CCOCC2)c([N+](=O)[O-])c1
 : 7%, 11%, 3%, -20%, 3%, 13%, 2%, -15%
> CN(C)/C=N/c1sc2c(c1C#N)CCC2
 : 1%, -3%, 6%, ?, 12%, -11%, 11%, -9%[57.5 µM]
> Clc1cccc(N2CCN(CCCN3CCN(c4ccccc4)CC3)CC2)c1
 : 5%, 17%, -5%, -12%, 6%, -25%, 0%, -16%
> O=C(NCCc1ccc2c(c1)OCCO2)c1ccccn1
 : 0%, 9%, 16%, -3%, 4%, 17%, -7%, -21%
> OCCC1CN(Cc2cccc(OC3CCCC3)c2)CCN1Cc1ccsc1 (centres undefined)
 : 6%, 6%, -3%, -4%[0.397 µM], 1%, 11%, 10%, -8%
> COc1cc(OC)cc(C(=O)NC2CCCCCCC2)c1
 : 0%, 5%, -9%, ?, -9%, 0%, -8%, -2%
> COc1ccc(NC(=O)c2cccc3c2C(=O)c2ccc(-c4ccc(F)cc4OCc4ccccc4)cc2S3(=O)=O)cc1
 : 4%, 9%, 2%, 0%, 2%, -20%, -8%, i
> CC(C(=O)NN=C(c1ccccc1)c1ccccc1)N1CCCC1 (centres undefined)
 : -3%, 9%, 6%, 0%, -1%, ?, 1%, i
> Cc1ccc(C(=O)Nc2cccc(N3C(=O)C4CCC(C)CC4C3=O)c2)cc1 (centres undefined)
 : 5%, 12%, -5%, 16%, 0%, -1%, 3%, -27%
> O=C(Cn1ncn2nc(-c3ccccc3)cc2c1=O)NCc1ccccn1
 : 4%, 11%, -7%, 2%, 10%, 13%, -8%, -16%
> O=C(O)c1cc(S(=O)(=O)N(Cc2ccccc2)c2ccc(Cl)cc2)ccc1Cl
 : -12%, 19%, -10%, -19%, 1%, -10%, -3%, -64%[inhibitor]
> O=C(CSc1nnc(-c2ccncc2)o1)Nc1nncs1
 : 31%, 2%, 1%, -11%, 9%, 5%, -5%, -6%
> COc1ccccc1NCC(=O)N1CCN(S(=O)(=O)c2ccccc2)CC1
 : 17%, 44%, 9%, -4%, 13%, 12%, 0%, -28%

# Sorted by molar mass (high to low): part of the list above.
# Second line of a record – EPAC2 antagonist, FUS yeast rescue, EPAC1 ag, TDP43 rescue, EPAC2 agonist, EPAC1 antagonist, aSyn yeast inh, PTHR1 agonist
> COc1ccc(NC(=O)c2cccc3c2C(=O)c2ccc(-c4ccc(F)cc4OCc4ccccc4)cc2S3(=O)=O)cc1
 : 4%, 9%, 2%, 0%, 2%, -20%, -8%, i
> O=C(O)c1cc(S(=O)(=O)N(Cc2ccccc2)c2ccc(Cl)cc2)ccc1Cl
 : -12%, 19%, -10%, -19%, 1%, -10%, -3%, -64%[inhibitor]
> Clc1cccc(N2CCN(CCCN3CCN(c4ccccc4)CC3)CC2)c1
 : 5%, 17%, -5%, -12%, 6%, -25%, 0%, -16%
> Cc1ccc(C(=O)Nc2cccc(N3C(=O)C4CCC(C)CC4C3=O)c2)cc1 (centres undefined)
 : 5%, 12%, -5%, 16%, 0%, -1%, 3%, -27%
> O=C(Cn1ncn2nc(-c3ccccc3)cc2c1=O)NCc1ccccn1
 : 4%, 11%, -7%, 2%, 10%, 13%, -8%, -16%
> CC(C(=O)NN=C(c1ccccc1)c1ccccc1)N1CCCC1 (centres undefined)
 : -3%, 9%, 6%, 0%, -1%, ?, 1%, i
> O=C(CSc1nnc(-c2ccncc2)o1)Nc1nncs1
 : 31%, 2%, 1%, -11%, 9%, 5%, -5%, -6%
> COc1cc(OC)cc(C(=O)NC2CCCCCCC2)c1
 : 0%, 5%, -9%, ?, -9%, 0%, -8%, -2%
> O=C(NCCc1ccc2c(c1)OCCO2)c1ccccn1
 : 0%, 9%, 16%, -3%, 4%, 17%, -7%, -21%

# Continued.
# Second line of a record – EPAC2 antagonist, FUS yeast rescue, EPAC1 ag, TDP43 rescue, EPAC2 agonist, EPAC1 antagonist, aSyn yeast inh, PTHR1 agonist
> COC(=O)CCC(=O)NN1C(=O)c2ccccc2C1=O
 : 8%, -38%, 3%, 17%, 13%, 4%, -2%, -27%
> Cc1c(CC(=O)NCCC(=O)O)c(=O)oc2cc3occ(-c4ccccc4)c3cc12
 : -11%, 10%, 0%, -3%, 3%, -13%, 1%, i
> O=C(CCNS(=O)(=O)c1ccc(Br)cc1)NC1CCCCC1
 : 0%, ?, 0%, 0%[0.397 µM], 2%, -10%, 6%, i
> COc1cc2c(cc1NC(=O)COC(=O)[C@@H](NS(=O)(=O)c1ccccc1)C(C)C)oc1ccccc12
 : -5%, 37%, 2%, 20%, 14%, -13%, -1%, i
> Cc1cc(C)nc(SCC(=O)Nc2ccccc2[N+](=O)[O-])n1
 : -3%, 19%, 8%, 18%, 1%, 7%, 5%, i
> CCCCCn1c(=O)[nH]c2c(c1=O)CCC2
 : -4%, 19%, 2%, -20%, -7%, -2%, -4%, i
> O=C(CSCc1ccccc1)N1CCN(C(=O)c2ccco2)CC1
 : 7%, -2%, -5%, 0%, 4%, 11%, 2%, -8%[57.5 µM]
> Cc1ccc(NC(=O)CO/N=C/c2ccc(N(C)C)cc2)cc1
 : -3%, 16%, -8%, 0%, 2%, 21%, 9%, -3%
> CCc1ccc(-c2cc(C)no2)cc1S(=O)(=O)Nc1ccc(Cl)cn1
 : -19%, -11%&7%, 1%, -12%&5%, 7%, -8%, 0%, -39%[inhibitor]
> COc1ccccc1CNC(=O)CSc1ccc(Br)cc1
 : -4%, ., 5%, 22%, 12%, -8%, 1%, i
